CXCR6 block: CXCR6 receptor inhibitors, primary screen, cell-based, beta-arrestin, luminescence, CHO-K1 PathHunter, 1536-well. C-X-C chemokine receptor type 6 (Homo sapiens), O00574. inhibition, % at 20 µM. 0.36% of 360,000 active. AID 602244, 2012; in the data active = inhibition above about 34%, passing the limit was not always enough;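 note: antagonist mode with CXCL16 agonist at 10 nM final; 0% = 10 nM CXCL16 with DMSO and 100% = unstimulated wells without agonist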
Target sequence (O00574 whole entry, looked up): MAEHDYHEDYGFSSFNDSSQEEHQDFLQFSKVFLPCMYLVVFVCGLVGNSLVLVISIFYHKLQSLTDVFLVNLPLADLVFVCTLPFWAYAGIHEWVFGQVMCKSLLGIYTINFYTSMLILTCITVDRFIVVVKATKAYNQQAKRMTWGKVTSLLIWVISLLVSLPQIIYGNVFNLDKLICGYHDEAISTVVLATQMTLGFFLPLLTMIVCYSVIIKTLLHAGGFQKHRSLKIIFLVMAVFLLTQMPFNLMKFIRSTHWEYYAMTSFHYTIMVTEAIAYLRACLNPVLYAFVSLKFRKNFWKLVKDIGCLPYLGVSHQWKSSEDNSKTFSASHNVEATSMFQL
An asterisk follows results filed as active.

CXCR6 block	molecule
5	CN(CC(=O)Nc1ccc(Cl)c(C(F)(F)F)c1)C(=O)c1ccc(S(=O)(=O)N2CCOCC2)cc1
-6	O=S1(=O)CC(N2CCCCC2)CN1Cc1cn(Cc2ccc(C(F)(F)F)cc2)nn1 (stereo unspecified)
92*	CC(=O)OCCCNc1cc(Sc2ccc(Cl)cc2)c2nonc2c1[N+](=O)[O-]
2	O=C(CCCN1CCN(c2ccccc2)CC1)c1ccc(F)cc1
15	O=C(NN=Cc1cc([N+](=O)[O-])ccc1O)c1cccc2ccccc12
1	C[C@H](NC(=O)c1ncn2c1C(=O)NC[C@@H]2C)C(=O)OC(C)(C)C
-4	COC(=O)c1cccc(NC(=O)CCN2C(=O)NC(C)(C)C2=O)c1
-3	O=C(O)c1cc(N/N=C/c2ccc3c(c2)OCCO3)ccc1Cl
-2	COc1ccc(NC(=O)c2ccccc2S(=O)c2ccccc2C#N)cc1 (stereo unspecified)
0	CCOc1ccccc1NC(=O)C1CCCN(S(=O)(=O)c2ccc3c(c2)CCCN3C(C)=O)C1 (stereo unspecified)
1	O=C1[C@@H]2[C@H](C(=O)N1CC(O)COCc1ccccc1)C1C=C[C@H]2C1 (stereo partly specified)
5	COc1cccc(C(NC(C)=O)c2nc(-c3ccc(OC)nc3)cs2)c1 (stereo unspecified)
-4	CC(=O)NC(C)(c1ccccc1)c1nc(-c2csc3ccccc23)cs1 (stereo unspecified)
-3	COc1ccc2c(c1)C(CC(C)=O)N(c1ccc(-c3cnc(OC)nc3)cc1)C(c1ccsc1)=C2 (stereo unspecified)
-3	COc1cccc(Nc2nc(C(N)c3ccccc3Cl)cs2)n1 (stereo unspecified)
1	O=C(NCc1ccc(F)cc1)c1cc(C2CCCCN2C(=O)c2ccc3c(c2)CCO3)on1 (stereo unspecified)
10	Cc1ccc(Cc2c(-c3ccc(C)cc3)nc3ccc(Br)cn23)cc1
3	Cc1c(N(C)S(=O)(=O)c2cccc(C(=O)NCc3cccnc3)c2)c(=O)n(-c2ccccc2)n1C
1	CNC(CC(C)C)C(=O)NC1C(=O)NC(CC(N)=O)C(=O)NC2C(=O)NC3C(=O)NC(C(=O)NC(C(=O)O)c4cc(O)cc(O)c4-c4cc3ccc4O)C(O)c3ccc(c(Cl)c3)Oc3cc2cc(c3OC2OC(CO)C(O)C(O)C2OC2CC(C)(N)C(O)C(C)O2)Oc2ccc(cc2Cl)C1O (stereo unspecified)
-2	CCCCCCN1C[C@@H](O)[C@H](n2cc(-c3ccc(F)cc3)nn2)C[C@@H]1c1ccc(C)cc1
4	CCCN(CC(=O)Nc1ccc(F)c(F)c1F)C(=O)CN1C(=O)NC2(CCCCC2)C1=O
0	O=C(Nc1ccc2c(c1)OCO2)c1cc(C2CCCCN2C(=O)c2ccc3ccccc3c2)on1 (stereo unspecified)
0	CCOC(=O)CSc1nnc([C@H](CC(C)C)NC(=O)OC(C)(C)C)o1
0	Nc1c(Cl)cc(C(=O)NC2CC2)cc1Cl
8	CN(C)Cc1csc(NC(=O)Nc2ccccc2C(C)(C)C)n1
-16	COc1ccc(CNC(=O)Nc2nc(C(N)Cc3ccc(C(F)(F)F)cc3)cs2)cc1 (stereo unspecified)
2	CCOCCCn1c(SCC(=O)NC2CCCCC2)nc2ccccc2c1=O
-5	COc1cccc(C(NC(C)=O)c2nc(-c3cccc(C#N)c3)cs2)c1 (stereo unspecified)
5	Cc1cc(O)c(C(C)C)cc1N=Cc1ccccc1[N+](=O)[O-]
-3	Sc1ccccc1N=Cc1cccs1

Sorted by heavy-atom count (ascending): 16 of the compounds above
CXCR6 block	molecule
-3	Sc1ccccc1N=Cc1cccs1
0	Nc1c(Cl)cc(C(=O)NC2CC2)cc1Cl
5	Cc1cc(O)c(C(C)C)cc1N=Cc1ccccc1[N+](=O)[O-]
1	C[C@H](NC(=O)c1ncn2c1C(=O)NC[C@@H]2C)C(=O)OC(C)(C)C
-4	COC(=O)c1cccc(NC(=O)CCN2C(=O)NC(C)(C)C2=O)c1
10	Cc1ccc(Cc2c(-c3ccc(C)cc3)nc3ccc(Br)cn23)cc1
-5	COc1cccc(C(NC(C)=O)c2nc(-c3cccc(C#N)c3)cs2)c1 (stereo unspecified)
-2	COc1ccc(NC(=O)c2ccccc2S(=O)c2ccccc2C#N)cc1 (stereo unspecified)
2	CCOCCCn1c(SCC(=O)NC2CCCCC2)nc2ccccc2c1=O
-6	O=S1(=O)CC(N2CCCCC2)CN1Cc1cn(Cc2ccc(C(F)(F)F)cc2)nn1 (stereo unspecified)
-16	COc1ccc(CNC(=O)Nc2nc(C(N)Cc3ccc(C(F)(F)F)cc3)cs2)cc1 (stereo unspecified)
-2	CCCCCCN1C[C@@H](O)[C@H](n2cc(-c3ccc(F)cc3)nn2)C[C@@H]1c1ccc(C)cc1
1	O=C(NCc1ccc(F)cc1)c1cc(C2CCCCN2C(=O)c2ccc3c(c2)CCO3)on1 (stereo unspecified)
5	CN(CC(=O)Nc1ccc(Cl)c(C(F)(F)F)c1)C(=O)c1ccc(S(=O)(=O)N2CCOCC2)cc1
3	Cc1c(N(C)S(=O)(=O)c2cccc(C(=O)NCc3cccnc3)c2)c(=O)n(-c2ccccc2)n1C
1	CNC(CC(C)C)C(=O)NC1C(=O)NC(CC(N)=O)C(=O)NC2C(=O)NC3C(=O)NC(C(=O)NC(C(=O)O)c4cc(O)cc(O)c4-c4cc3ccc4O)C(O)c3ccc(c(Cl)c3)Oc3cc2cc(c3OC2OC(CO)C(O)C(O)C2OC2CC(C)(N)C(O)C(C)O2)Oc2ccc(cc2Cl)C1O (stereo unspecified)

Remaining list, next part
CXCR6 block	molecule
-10	O=[N+]([O-])c1ccc(-c2cccnc2)cc1
-5	CCOc1ccc(CCN2C(=O)C(=O)N([C@@H](CC(C)C)CN3CCC[C@H]3CN3C(=O)C(=O)NC[C@@H]3CC(C)C)C[C@@H]2Cc2ccc(O)cc2)cc1
0	O=C1OCC/C1=C\NCCCCCCCCN/C=C1\CCOC1=O
-6	CC1CCN(C(=O)c2[nH]cnc2C(=O)Nc2ccccc2F)CC1
76*	CN(C)CC(CCC(CN(C)C)C(=O)c1ccccc1)C(=O)c1ccccc1 (stereo unspecified)
-2	CCOC(=O)C(CC)c1cc2n(c(=O)c1C#N)CCC21OCCO1 (stereo unspecified)
16	CCCCCCCCN1C(=O)[C@H](CC(=O)NCCCCc2ccccc2)C[C@@]2(C(=O)OCC)CCCC=C12
-3	Brc1ccc2nc(C3CCCCC3)c(Cc3ccccc3)n2c1
-2	CCN(C(=O)COC(=O)c1ccccc1NCc1ccco1)c1c(N)n(Cc2ccccc2)c(=O)[nH]c1=O
-6	COc1ccc(C(=O)N/C(=C/c2cccs2)C(=O)N2CCN(C)CC2)cc1
-4	NS(=O)(=O)c1ccc(CCNc2ccn3nc(-c4ccccc4)cc3n2)cc1
0	CC(C)c1ccc(S(=O)(=O)N2CCC(C(=O)N3CCN(c4cccc(Cl)c4)CC3)CC2)cc1
4	OCCCNc1ncnc2c1ncn2[C@H]1CN(Cc2cccs2)C[C@@H](CO)O1
81*	COC1=CC(=O)C=C(OC)C1=O
6	Cc1ccsc1-c1cc2nc(NCCCN(C)C)n(C)c(=O)c2s1
-7	COCCNc1nc2cc(-c3ccc(F)cc3)sc2c(=O)n1C
1	C[C@H](O)[C@@H]1C(=O)N2CCc3ccc(-c4cccc(F)c4)cc3[C@@H]2C[C@@H]1N(C)C(=O)Nc1ccccc1
0	ON=C(c1ccccc1)c1ccc2c3c(cccc13)CC2
8	O=[N+]([O-])c1ccc(NN=C(C2CC2)C2CC2)c([N+](=O)[O-])c1
-4	CN(Cc1ccccc1)C(=O)c1ccc(Nc2nc(C(N)Cc3ccc(C(F)(F)F)cc3)cs2)nc1 (stereo unspecified)
-1	O=C(NNCc1ccccc1)c1ccccc1
17	COc1ccc(-c2ccc(C(=O)N3CCN(C)CC3)c3occc23)c(C)c1
-2	CCCCCCN1CCN(C2CN(Cc3cn(Cc4ccc(Cl)cc4)nn3)S(=O)(=O)C2)CC1 (stereo unspecified)
-2	CCNC(=O)C1(C)CCN(C(=O)c2c(F)cccc2F)C1 (stereo unspecified)
0	COCCCNC(=O)c1csc([C@@H]2O[C@H](CO)[C@H](O)[C@H](O)[C@H]2O)n1
-2	COCc1cn(-c2nc3ccccc3s2)nn1
-12	CC1(C(=O)NCc2cccnc2)CCN1C(=O)c1cccc(F)c1 (stereo unspecified)
-8	Cc1ccc(NC(=O)c2ncn(CCCNCc3ccc4c(c3)OCO4)n2)cc1C
-8	O=C1CC[C@@H](C(=O)N2CSC[C@@H]2C(=O)Nc2ccc(C(F)(F)F)cc2)N1
0	O=C(NCCCN1CCCC1=O)c1ccc2c(c1)NC(=O)C(N1CCOCC1)S2 (stereo unspecified)

Single entries from the list:
`C[C@H](O)[C@@H]1C(=O)N2CCc3ccc(-c4cccc(F)c4)cc3[C@@H]2C[C@@H]1N(C)C(=O)Nc1ccccc1` @ CXCR6 block = 1
`COc1ccc(-c2ccc(C(=O)N3CCN(C)CC3)c3occc23)c(C)c1` @ CXCR6 block = 17

Next entries:
CXCR6 block	molecule
6	Cc1cccc(CN2CCN(C3CN(Cc4cn(Cc5ccc(Cl)cc5)nn4)S(=O)(=O)C3)CC2)c1 (stereo unspecified)
2	Cc1nnc(SCCOC(N)=O)n1C
-18	O=C(Cc1csc(N2CCOCC2)n1)N/N=C/c1ccc(O)c(O)c1O
-9	C[C@H](CO)N1C[C@H](C)[C@H](CN(C)C(=O)Nc2ccc(C(F)(F)F)cc2)Oc2ncc(-c3cccnc3)cc2C1=O
-3	COc1ccc(CC(=O)OCC(=O)N2c3ccccc3CC2C)cc1OC (stereo unspecified)
2	CN1C[C@@H]2[C@@H]3C(=O)N(C)C(=O)[C@@H]3[C@](C)(C1=O)N2C(=O)c1ccc(Cl)c(Cl)c1
8	O=C(CCC1CCN(Cc2nccs2)CC1)Nc1ccccc1
12	NCCC1CN(C(=O)OCc2ccccc2)c2ccccc21 (stereo unspecified)
-13	Oc1ccc(C23CC4CC(CC(C4)C2)C3)cc1O
0	CC(C)C[C@H]1CN(CCCC[C@@H]2CNC(=O)C(=O)N2CC2CCCCC2)C(=O)C(=O)N1Cc1ccccc1
-5	O=C1COC(c2ccccc2O)=NN1CCCl
-1	OC(c1ccc(F)cc1)c1nc(-c2ccccc2)cs1 (stereo unspecified)
-9	CCc1ccc2c(F)cccc2n1
-3	O=C1CCCc2c1ccc1ccccc21
2	CC1=C(C(=O)N(C(C)C)C(C)C)CC(CC(=O)NCc2ccco2)C(=O)N1CCCN1CCCC1=O (stereo unspecified)
-12	NS(=O)(=O)c1ccc(CCNc2nn3c(-c4ccc(F)c(Cl)c4)cnc3s2)cc1
1	Cc1noc(C)c1-c1ccc(C(=O)NCc2ccco2)c2occc12
8	CCCNC(=O)C1(C)CCN(C(=O)/C=C/c2ccccc2)C1 (stereo unspecified)
-3	Cc1cccc(NC(=O)CN2CCN(C(=O)c3cc(C4CC4)nn3-c3ccccc3)CC2)c1C
40*	CC[N+]1(C)CCC(O)(/C=C/c2ccccc2)C(C(=O)/C=C/c2ccccc2)C1 (stereo unspecified)
3	CSCCC(=O)Nc1nc(-c2ccccn2)cs1
-1	CC(=O)c1cccc(-c2ccnc3c2CC(C(=O)Nc2cccc(N(C)C)c2)O3)c1 (stereo unspecified)
-5	Cc1ccc(S(=O)(=O)N2C[C@H]3[C@H]4C(=O)N(C)C(=O)[C@H]4CC(=O)[C@H]3[C@@H]2c2ccccc2Cl)cc1
-3	CCOC(=O)N(C)C[C@@H]1OCc2cnnn2CCCC(=O)N([C@H](C)CO)C[C@H]1C
-4	Cc1cc(C(=O)COC(=O)c2cc(O)c3ccccc3c2O)c(C)n1CC1CCCO1 (stereo unspecified)
7	C[C@@H]1CN([C@@H](C)CO)S(=O)(=O)c2ccc(C#Cc3cccc(F)c3)cc2O[C@@H]1CN(C)CC1CC1
-6	CC(=O)Nc1ccc2c(c1Br)Cc1ccccc1-2
0	Cc1c2ccccc2nc2c(F)c(NC(C)C)c(F)c(F)c12
-2	CN(C)CC#Cc1cccc(-c2nc(C(=O)O)cc3c2[C@@H](CCO)N(S(=O)C(C)(C)C)C3)c1 (stereo partly specified)
1	COc1ccccc1-c1csc(C(C)(NC(C)=O)c2ccccc2)n1 (stereo unspecified)
3	COc1ccc(NC(=O)Nc2cc(C)ccn2)cc1
8	Cc1cc(/C=N/NC(=O)Cn2c3ccccc3c(=O)c3ccccc32)c(C)n1-c1ccc(Cl)cc1
8	CC(=NNS(=O)(=O)c1ccc([N+](=O)[O-])cc1)c1ccc(C)cc1
5	CC1=C(C(=O)N(C)C)CC(CC(=O)NCc2cccc3ccccc23)C(=O)N1Cc1ccccc1 (stereo unspecified)
4	CCCS(=O)(=O)NC(=O)C1(C)CCN(C(=O)c2cc(C)nn2C(C)(C)C)C1 (stereo unspecified)
3	OC(c1ccc(F)cc1)c1nc(-c2cccc(F)c2)cs1 (stereo unspecified)
11	CCc1nc2ccc(C(=O)N(C)Cc3ccco3)cn2c1N(CC)Cc1cccc(Br)c1
6	CCc1cc2ccccc2nc1SCC(=O)N1CCN(C(=O)c2ccco2)CC1
-3	O=C(NCCNCc1cccc(Cl)c1)c1ccco1
3	CN(C)c1ccc(-c2cccc3nccn23)cc1
-1	OCCOC1CCCc2oc(-c3ccccc3)c(C#CC3(O)CCCCC3)c21 (stereo unspecified)
-7	Cc1ccc(C(O)c2ncc(-c3ccc4ccccc4c3)[nH]2)cc1F (stereo unspecified)
1	O=C(c1cc(Cl)cc(Cl)c1)N1CCC2CC1c1cc(N3CCCCC3)ccc12 (stereo unspecified)
8	O=C(c1ccccc1)N1CCOC(O)(c2ccccc2)C1c1ccccc1 (stereo unspecified)
-2	c1ccc(OCCN2CCNCC2)cc1
8	CCN(C(=O)COC(=O)c1cc2c(s1)CCC(C)C2)c1c(N)n(Cc2ccccc2)c(=O)[nH]c1=O (stereo unspecified)
-1	C#CCOCC1CN(C)C(=O)O1 (stereo unspecified)
0	Cc1cccc(C)c1-n1nnnc1C(c1ccnc2ccccc12)N1CCN(C(=O)OC(C)(C)C)CC1 (stereo unspecified)
2	O=c1oc(=S)oc2c1[C@H](c1ccc(Cl)cc1)O[C@H](C1CC1)C2
3	CN1C(=O)C2(OCC(C)([N+](=O)[O-])CO2)c2ccccc21 (stereo unspecified)
5	CSCCC(c1nnnn1C(C)(C)C)N1CCN(C/C=C/c2ccccc2)CC1 (stereo unspecified)

Screening results deposited in PubChem BioAssay by Sanford-Burnham Center for Chemical Genomics.

Some of the compounds tested; rates above refer to the full screens.
